NCOA2 inhibitor: inhibition of GAL4-SRC2 driven luciferase reporter, primary screen, SRC2 inhibitor project, cell-based, luminescence; Nuclear receptor coactivator 2 (Homo sapiens), Q15596; HEK293 GAL4-SRC2 luciferase reporter; inhibition, % at 9 µM; 370,000 tested, 0.17% active; AID 651957, 2012;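 active = inhibition above the mean inhibition of all tested compounds plus 3 SD, set per campaign, cut at about 52% in these data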;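 also: 0% = DMSO treated cells and 100% = cells given Gossypol at 36 µM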
Exocytosis inh: LAMP-1 surface exposure blockers, TALL-104 cells – cell-based, flow cytometry, MLPCN library, primary screen; TALL-104 LAMP-1 surface exposure; cells stimulated with thapsigargin and PMA; inhibition, % at 10 µM; 360,000 tested, 0.66% active;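 active = inhibition above about 55%, limit read from the data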
NCOA3 inh: SRC3 coactivator transcriptional activity inhibitors, primary screen, cell-based, luminescence; 360,000 tested, 0.17% active; Nuclear receptor coactivator 3 (Homo sapiens), Q9Y6Q9; HEK293 GAL4-SRC3 luciferase reporter; inhibition, % at 3.6 µM;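 active = inhibition above a per-campaign cutoff, the mean of all compounds plus 3 SD, cut at about 60% in these data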;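 also: 0% = DMSO-treated cells and 100% = gossypol-treated cells at 36 µM; higher means less SRC3-driven luciferase light from the GAL4 reporter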
LRH-1 inv ag: LRH-1 (NR5A2) inverse agonists, primary screen, cell-based, luminescence, HEK293T, StAR-luciferase reporter; inhibition, % at 3.6 µM; LRH-1 transfected, 24 h; 360,000 tested, 0.13% active; Nuclear receptor subfamily 5 group A member 2 (Homo sapiens), O00482;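 active = inhibition above the mean inhibition of all tested compounds plus 3 SD, cut at about 73% in these data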;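 also: 0% = DMSO wells and 100% = reporter-only cells lacking LRH-1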
Target sequence (O00482 whole entry, looked up): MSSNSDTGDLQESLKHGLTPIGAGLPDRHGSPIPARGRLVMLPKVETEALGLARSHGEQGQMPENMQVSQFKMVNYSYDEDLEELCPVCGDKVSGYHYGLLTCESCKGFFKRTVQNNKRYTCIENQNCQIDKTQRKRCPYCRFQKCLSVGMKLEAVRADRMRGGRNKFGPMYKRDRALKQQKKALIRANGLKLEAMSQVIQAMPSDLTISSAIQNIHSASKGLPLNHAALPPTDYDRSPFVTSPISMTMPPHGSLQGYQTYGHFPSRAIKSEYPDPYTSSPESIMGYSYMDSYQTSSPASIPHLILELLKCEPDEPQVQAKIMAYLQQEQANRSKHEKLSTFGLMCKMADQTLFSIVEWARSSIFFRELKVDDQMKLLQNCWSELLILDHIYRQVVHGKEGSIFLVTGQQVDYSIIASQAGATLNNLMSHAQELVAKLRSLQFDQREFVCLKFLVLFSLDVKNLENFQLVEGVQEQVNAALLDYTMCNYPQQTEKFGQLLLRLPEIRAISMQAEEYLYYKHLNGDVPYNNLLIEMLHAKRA
SRC1 inh: SRC1 coactivator transcriptional activity inhibitors, primary screen, cell-based, luminescence; HEK293 GAL4-SRC1 luciferase reporter; inhibition, % at 3.6 µM; 360,000 tested, 0.12% active; AID 588354, 2011;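 active = inhibition above the campaign mean plus 3 SD, with each screening campaign given its own cutoff, cut at about 60% in these data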;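 also: 0% = DMSO treated cells and 100% = gossypol at 36 µM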
ABHD5 PLIN5 PPI: ABHD5-PLIN5 interaction inhibitors, primary screen, cell lysate, split luciferase complementation, luminescence; 360,000 tested, 0.78% active; AID 602281, 2012; Perilipin-5 (Homo sapiens) + 1-acylglycerol-3-phosphate O-acyltransferase ABHD5 (Homo …; inhibition, % at 4 µM; Split G. princeps luciferase complementation, 4 h;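 active = inhibition above the mean inhibition across every tested compound plus 3 SD, cut at about 22% in these data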;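 also: 0% = DMSO only wells and the 100% control is not disclosed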
TWEAK-Fn14 inh: inhibitors of TWEAK-Fn14 signaling, primary screen, luciferase reporter cells, uHTS; TWEAK-stimulated Fn14 reporter cells, luciferase luminescence, 8 h; inhibition, % at 10 µM; 360,000 tested, 2% active; AID 1159606, 2016; in the data active = inhibition above about 50%
NOD2 RIPK2 PPI: NOD2-RIPK2 binding disruptors in cells, primary screen, fluorescence, CHO cells, BLA complementation. Receptor-interacting serine/threonine-protein kinase 2 (Homo sapiens), O43353. CCF4 ratio. inhibition, % at 4.98 µM. 360,000 tested, 0.38% active; in the data active = inhibition above about 21%;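 also: 0% = vehicle only and 100% = reference blocker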
TLR9-MyD88 inh: inhibitors of TLR9-MyD88 association in cells, primary screen, cell-based, CHO, BLA complementation, fluorescence. Toll-like receptor 9 (Homo sapiens) + Myeloid differentiation primary response protein …. CCF4 FRET ratio. inhibition, % at 4.98 µM. 340,000 tested, 0.21% active;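 active = inhibition above the mean over all tested compounds plus 3 SD, cut at about 21% in these data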;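 also: 0% = DMSO only wells and 100% = clavulanate BLA inhibitor control wells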
NR2F2 inh: NR2F2 transcriptional activity inhibitors, primary screen, cell-based, luciferase reporter, HEK293T, luminescence. HEK293T NGFI-A luciferase reporter. inhibition, % at 8.6 µM. 370,000 tested, 0.7% active. AID 686940, 2013;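 active = inhibition above a per-plate cutoff, mean inhibition of test wells between control levels plus 3 SD, cut at about 38% in these data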;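 also: cells cotransfected with COUP-TFII expression vector driving the NGFI-A reporter; 0% = median of COUP-TF2 test wells and 100% = reporter-only cells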
Target sequence (P24468 whole entry, looked up): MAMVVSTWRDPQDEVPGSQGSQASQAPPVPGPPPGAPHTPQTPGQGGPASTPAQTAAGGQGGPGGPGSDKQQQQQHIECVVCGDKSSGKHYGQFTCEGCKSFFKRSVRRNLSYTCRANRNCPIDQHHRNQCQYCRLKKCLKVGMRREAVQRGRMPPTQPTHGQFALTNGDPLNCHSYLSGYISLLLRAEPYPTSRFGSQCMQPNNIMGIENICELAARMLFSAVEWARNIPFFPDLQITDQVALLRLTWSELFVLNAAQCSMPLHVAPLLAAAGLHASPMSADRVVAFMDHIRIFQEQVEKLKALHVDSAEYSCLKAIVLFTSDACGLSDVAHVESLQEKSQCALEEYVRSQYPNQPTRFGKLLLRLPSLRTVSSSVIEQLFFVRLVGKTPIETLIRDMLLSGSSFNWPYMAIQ
TROY signal inh: inhibitors of TROY-driven NF-kB signaling, primary screen, Q293 LMP1-TROYcd cells, NF-kB luciferase, uHTS. Q293 LMP1-TROYcd NF-kB luciferase reporter, 4 h. 360,000 tested, 0.98% active. inhibition, % at 10 µM. AID 1347056, 2019;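 active = compounds whose plate-normalised and pattern-corrected inhibition of the luciferase reporter signal at the single screening dose is 50% or more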
* = called active by the depositor. The list is partial. The share of hits here may be higher or lower than overall.

Results for c1ccc(-c2ccccc2OCCCCN2CCCCC2)cc1 ?
NCOA2 inhibitor: -6; Exocytosis inh: 3; NCOA3 inh: 9; LRH-1 inv ag: 17; SRC1 inh: 14; ABHD5 PLIN5 PPI: 2; TWEAK-Fn14 inh: 2; NOD2 RIPK2 PPI: -2; TLR9-MyD88 inh: -2; NR2F2 inh: 20; TROY signal inh: -13

What do the screens show for `CCn1cnc2cc(NS(=O)(=O)c3ccc(C)cc3)ccc21`?
NCOA2 inhibitor: 8; Exocytosis inh: 2; NCOA3 inh: 22; LRH-1 inv ag: 5; SRC1 inh: 4; ABHD5 PLIN5 PPI: 2; TWEAK-Fn14 inh: 7; NOD2 RIPK2 PPI: 3; TLR9-MyD88 inh: 2; NR2F2 inh: 11; TROY signal inh: 12

What do the screens show for `COc1ccc(C2OC34CCCCC3C(C#N)(C#N)C2(C#N)C(=N)O4)cc1` (stereo not given)?
NCOA2 inhibitor: -2; Exocytosis inh: -2; NCOA3 inh: 7; LRH-1 inv ag: -27; SRC1 inh: -10; ABHD5 PLIN5 PPI: -2; TWEAK-Fn14 inh: -1; NOD2 RIPK2 PPI: -8; TLR9-MyD88 inh: 3; NR2F2 inh: 6; TROY signal inh: 1

How did CC1=NN(c2ccccc2)C(=O)/C1=C\C=C1/N(C)c2ccccc2C1(C)C do in these assays?
NCOA2 inhibitor: -18; Exocytosis inh: 0; NCOA3 inh: 10; LRH-1 inv ag: 5; SRC1 inh: 3; ABHD5 PLIN5 PPI: 26*; TWEAK-Fn14 inh: 1; NOD2 RIPK2 PPI: 1; TLR9-MyD88 inh: 3; NR2F2 inh: -15; TROY signal inh: 9

How did O=C(CN1C(=O)C(=O)N(Cc2ccco2)C1=O)c1c[nH]c2ccccc12 do in these assays?
NCOA2 inhibitor: -13; Exocytosis inh: -2; NCOA3 inh: 7; LRH-1 inv ag: 14; SRC1 inh: -7; ABHD5 PLIN5 PPI: 18; TWEAK-Fn14 inh: 15; NOD2 RIPK2 PPI: 14; TLR9-MyD88 inh: 1; NR2F2 inh: 1; TROY signal inh: -1

How did CN1c2ccccc2C(O)=C(C(=S)Nc2ccc(F)c(Cl)c2)S1(=O)=O do in these assays?
NCOA2 inhibitor: 15; Exocytosis inh: 1; NCOA3 inh: 7; LRH-1 inv ag: 0; SRC1 inh: -6; ABHD5 PLIN5 PPI: -19; TWEAK-Fn14 inh: 11; NOD2 RIPK2 PPI: -4; TLR9-MyD88 inh: 1; NR2F2 inh: 23; TROY signal inh: -14

Results for COC(=O)c1cc2sccc2n1CC(=O)N(C)c1ccccc1 ?
NCOA2 inhibitor: 15; Exocytosis inh: 1; NCOA3 inh: 6; LRH-1 inv ag: 10; SRC1 inh: 6; ABHD5 PLIN5 PPI: 0; TWEAK-Fn14 inh: 6; NOD2 RIPK2 PPI: -1; TLR9-MyD88 inh: 3; NR2F2 inh: 5; TROY signal inh: -8

How did O=C(NS(=O)(=O)Oc1ccc(Cl)cc1)OC[C@@H]1CCCN2CCCC[C@H]12 do in these assays?
NCOA2 inhibitor: 7; Exocytosis inh: 8; NCOA3 inh: 18; LRH-1 inv ag: -10; SRC1 inh: 13; ABHD5 PLIN5 PPI: -3; TWEAK-Fn14 inh: -14; NOD2 RIPK2 PPI: -18; TLR9-MyD88 inh: 5; NR2F2 inh: 6; TROY signal inh: -3

What do the screens show for `Cc1ccc(C)c(C(=O)CN2C3=NCCCN3c3ccccc32)c1`?
NCOA2 inhibitor: 0; Exocytosis inh: -1; NCOA3 inh: 0; LRH-1 inv ag: -1; SRC1 inh: 11; ABHD5 PLIN5 PPI: -8; TWEAK-Fn14 inh: 2; NOD2 RIPK2 PPI: -1; TLR9-MyD88 inh: 2; NR2F2 inh: 7; TROY signal inh: 11

How did CC1(C)CC(=O)c2cc(OCC(=O)NCC3CCCO3)ccc2O1 (stereo not given) do in these assays?
NCOA2 inhibitor: -7; Exocytosis inh: 8; NCOA3 inh: -4; LRH-1 inv ag: 17; SRC1 inh: -8; ABHD5 PLIN5 PPI: 1; TWEAK-Fn14 inh: 2; NOD2 RIPK2 PPI: 0; TLR9-MyD88 inh: 4; NR2F2 inh: -6; TROY signal inh: -11

What do the screens show for `O=c1c2ccccc2nc(SCc2nnc(-c3ccccc3)o2)n1-c1ccc(F)cc1F`?
NCOA2 inhibitor: 6; Exocytosis inh: -1; NCOA3 inh: -2; LRH-1 inv ag: 0; SRC1 inh: -4; ABHD5 PLIN5 PPI: -6; TWEAK-Fn14 inh: -3; NOD2 RIPK2 PPI: -1; TLR9-MyD88 inh: -5; NR2F2 inh: 11; TROY signal inh: -15

How did O=C(NCc1ccccc1)c1ccc(NC2=NC3CS(=O)(=O)CC3S2)cc1 (stereo not given) do in these assays?
Exocytosis inh: 9; NCOA3 inh: 5; LRH-1 inv ag: -8; SRC1 inh: -7; ABHD5 PLIN5 PPI: -5; TWEAK-Fn14 inh: 26; NOD2 RIPK2 PPI: 2; TLR9-MyD88 inh: 1; TROY signal inh: -9

How did Cc1noc(C)c1COc1cccc(C(=O)N(C)Cc2nc3ccccc3c(=O)[nH]2)c1 do in these assays?
NCOA2 inhibitor: 1; Exocytosis inh: -3; NCOA3 inh: 11; LRH-1 inv ag: 2; SRC1 inh: 0; ABHD5 PLIN5 PPI: 1; TWEAK-Fn14 inh: -7; NOD2 RIPK2 PPI: -2; TLR9-MyD88 inh: -3; NR2F2 inh: 19; TROY signal inh: 6

How did COc1ccc(CC(=O)N/N=C(\C)c2ccccn2)cc1 do in these assays?
Exocytosis inh: -2; NCOA3 inh: 9; LRH-1 inv ag: -2; SRC1 inh: -11; ABHD5 PLIN5 PPI: -6; TWEAK-Fn14 inh: -14; NOD2 RIPK2 PPI: 6; TLR9-MyD88 inh: 5; TROY signal inh: 8

What do the screens show for `N/C(=N\OC(=O)COc1ccc(Cl)cc1Cl)c1ccccn1`?
NCOA2 inhibitor: -42; Exocytosis inh: 0; NCOA3 inh: -58; LRH-1 inv ag: -159; SRC1 inh: -95; ABHD5 PLIN5 PPI: -1; TWEAK-Fn14 inh: 56*; NOD2 RIPK2 PPI: -8; TLR9-MyD88 inh: -11; NR2F2 inh: -13; TROY signal inh: 26

How did CCOC(=O)C1CCCN(C(=O)c2cc(CN3C(=O)c4ccccc4C3=O)ccc2OC)C1 (stereo not given) do in these assays?
NCOA2 inhibitor: -3; Exocytosis inh: -2; NCOA3 inh: 10; LRH-1 inv ag: -1; SRC1 inh: 6; ABHD5 PLIN5 PPI: 3; TWEAK-Fn14 inh: -20; NOD2 RIPK2 PPI: -10; TLR9-MyD88 inh: -2; NR2F2 inh: 15; TROY signal inh: -4

What do the screens show for `COc1ccc(CNC(=O)CCNC(=O)C2CCN(S(=O)(=O)c3ccc(OC)cc3)CC2)cc1`?
NCOA2 inhibitor: -4; Exocytosis inh: -2; NCOA3 inh: 13; LRH-1 inv ag: 23; SRC1 inh: 18; ABHD5 PLIN5 PPI: 12; TWEAK-Fn14 inh: 11; NOD2 RIPK2 PPI: -3; TLR9-MyD88 inh: -4; NR2F2 inh: 6; TROY signal inh: -4

How did COC(=O)[C@H](C)NC(=O)Nc1ccc(S(N)(=O)=O)cc1 do in these assays?
NCOA2 inhibitor: 4; Exocytosis inh: 4; NCOA3 inh: 20; LRH-1 inv ag: 7; SRC1 inh: 9; ABHD5 PLIN5 PPI: -7; TWEAK-Fn14 inh: 1; NOD2 RIPK2 PPI: 1; TLR9-MyD88 inh: 2; NR2F2 inh: -6; TROY signal inh: 12

Results for CC(=O)Nc1ccc2c(c1)CCCN2C(=O)c1ccccc1 ?
NCOA2 inhibitor: -24; Exocytosis inh: -2; NCOA3 inh: 5; LRH-1 inv ag: 14; SRC1 inh: 7; ABHD5 PLIN5 PPI: -2; TWEAK-Fn14 inh: -5; NOD2 RIPK2 PPI: -5; TLR9-MyD88 inh: 0; NR2F2 inh: 15; TROY signal inh: 2

How did CSc1nc(N)nc(C2CC2)n1 do in these assays?
NCOA2 inhibitor: 8; Exocytosis inh: 2; NCOA3 inh: -8; LRH-1 inv ag: -8; SRC1 inh: -6; ABHD5 PLIN5 PPI: 0; TWEAK-Fn14 inh: 1; NOD2 RIPK2 PPI: -2; TLR9-MyD88 inh: 0; NR2F2 inh: -10; TROY signal inh: -18

Results for CC1(C(=O)NS(=O)(=O)c2ccc(Cl)cc2)CCN1C(=O)c1ccco1 (stereo not given) ?
NCOA2 inhibitor: -28; Exocytosis inh: -5; NCOA3 inh: -20; LRH-1 inv ag: 15; SRC1 inh: 1; ABHD5 PLIN5 PPI: 0; TWEAK-Fn14 inh: 8; NOD2 RIPK2 PPI: -5; NR2F2 inh: 0; TROY signal inh: 6

What do the screens show for `Cc1ccc(N2CC(C(=O)Nc3ccccc3C(=O)NC3CCCCC3)CC2=O)cc1` (stereo not given)?
NCOA2 inhibitor: -12; Exocytosis inh: -1; NCOA3 inh: -14; LRH-1 inv ag: -10; SRC1 inh: -6; ABHD5 PLIN5 PPI: 3; TWEAK-Fn14 inh: 4; NOD2 RIPK2 PPI: -2; TLR9-MyD88 inh: 3; NR2F2 inh: -11; TROY signal inh: -10

Results for CCc1ccccc1NC(=O)Nc1cc(F)ccc1F ?
NCOA2 inhibitor: 7; Exocytosis inh: -4; NCOA3 inh: 6; LRH-1 inv ag: 1; SRC1 inh: -3; ABHD5 PLIN5 PPI: -2; TWEAK-Fn14 inh: 14; NOD2 RIPK2 PPI: -7; TLR9-MyD88 inh: 7; NR2F2 inh: 6; TROY signal inh: 5

Filtered by structure: the compounds so far containing an NH in an aromatic ring (two)
How did O=C(CN1C(=O)C(=O)N(Cc2ccco2)C1=O)c1c[nH]c2ccccc12 do in these assays?
NCOA2 inhibitor: -13; Exocytosis inh: -2; NCOA3 inh: 7; LRH-1 inv ag: 14; SRC1 inh: -7; ABHD5 PLIN5 PPI: 18; TWEAK-Fn14 inh: 15; NOD2 RIPK2 PPI: 14; TLR9-MyD88 inh: 1; NR2F2 inh: 1; TROY signal inh: -1

How did Cc1noc(C)c1COc1cccc(C(=O)N(C)Cc2nc3ccccc3c(=O)[nH]2)c1 do in these assays?
NCOA2 inhibitor: 1; Exocytosis inh: -3; NCOA3 inh: 11; LRH-1 inv ag: 2; SRC1 inh: 0; ABHD5 PLIN5 PPI: 1; TWEAK-Fn14 inh: -7; NOD2 RIPK2 PPI: -2; TLR9-MyD88 inh: -3; NR2F2 inh: 19; TROY signal inh: 6

Screens as filed in PubChem BioAssay.
